Compound activity deposited in PubChem BioAssay by National Center for Advancing Translational Sciences (NCATS).
POLB inh: blocks human DNA polymerase beta activity. Pol beta primer extension/strand displacement, fluorescence kinetic. Potency, µM (series often up to 114 µM), without a hit: top-dose activity change, negative = inhibition, most hits filed as inhibitors. 1.3% of 340,000 active; further: potency means the concentration at half of the fitted maximal effect; on the % scale 0 is the no-effect control and ±100 the full control effect
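Enzyme-only controls used 10 nM Pol beta; buffer lacking enzyme served as negative control. Compound preincubated 15 min, then 50 nM substrate added; 0 and 10 min reads at room temperature.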
Pol eta inh: blocks human DNA polymerase eta activity. Q9Y253. recombinant Pol eta, fluorescent DNA replication assay. Potency, µM (series often up to 114 µM), inactives show at the top dose activity change, negative = inhibition, actives largely listed as inhibitors. 1.2% of 390,000 active. AID 588591; further: potency means the concentration at half of the fitted maximal effect; on the % scale 0 is the no-effect control and ±100 the full control effect
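Fluorescent replication assay: 50 nM final substrate added after a 15 min room-temperature compound preincubation with 10 nM enzyme. Signal taken at 0 min and again at 10 min.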
Pol kappa inh: inhibitors of human DNA polymerase kappa | Q9UBT6 | purified Pol kappa, fluorescent DNA synthesis assay, 10 min | Potency, µM (doses to about 107 µM), inactives show at the top dose activity, negative = inhibition, actives largely listed as inhibitors | 0.53% of 400,000 active; further: potency means the concentration at half of the fitted maximal effect; on the % scale 0 is the no-effect control and ±100 the full control effect
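10 nM Pol kappa preincubated 15 min at room temperature with compounds, then reaction started with substrate at 50 nM final. Fluorescence read kinetically at 0 and 10 min; buffer-only wells served as negative control.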
APEX1 inh: blocks human APE1 abasic DNA cleavage; P27695; recombinant APE1, TAMRA/BHQ-2 abasic DNA cleavage fluorescence; Potency, µM (top dose mostly 65.8 µM), for inactives: at the highest dose activity change, negative = inhibition, most hits filed as inhibitors; 0.35% of 350,000 active; AID 2517;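 further: potency means the concentration at half of the fitted maximal effect; plate controls were vehicle for no effect and reference inhibitor for full effect; nearly all actives have a fitted effect of over 55% in size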
Target sequence (P27695 whole entry, looked up): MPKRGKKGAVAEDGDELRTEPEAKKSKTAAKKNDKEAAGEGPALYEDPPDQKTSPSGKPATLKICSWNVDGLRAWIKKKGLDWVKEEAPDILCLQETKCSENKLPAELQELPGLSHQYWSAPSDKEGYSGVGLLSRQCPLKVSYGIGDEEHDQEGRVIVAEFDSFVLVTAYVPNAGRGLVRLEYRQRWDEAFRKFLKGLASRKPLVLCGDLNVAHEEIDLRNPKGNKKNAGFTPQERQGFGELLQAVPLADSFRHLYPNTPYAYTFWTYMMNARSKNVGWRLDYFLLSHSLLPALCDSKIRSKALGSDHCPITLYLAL
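Endonuclease cleavage of a quenched abasic-site DNA duplex (50 nM) by APE1 (0.75 nM) was tracked by TAMRA dequenching. Compounds were preincubated with enzyme 15 min at room temperature; data normalized to buffer-only and DMSO wells plus NSC13755 control.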
ERG-DNA inh: inhibitors of human ERG Ets domain-DNA interaction. P11308. fluorescence polarization, His-ERG Ets domain / labelled DNA. Potency, µM (top dose mostly 76.9 µM), without a hit: top-dose FP activity, negative = inhibition, actives largely listed as inhibitors. 0.028% of 370,000 active. AID 624246; active means well fitted inhibition curve with a large enough effect in the polarisation, with a control signal flat; inconclusive means small, poorly fitted or top-dose-only effect, or effect the other way, or a change in a side signal; inactive means no such curve, though single readings can be large or run the other way; the % refers to the polarisation;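 further: polarization taken with two DNA probes labelled with fluorescein and Texas red; potency means the concentration at half of the fitted maximal effect; % of control where 0% means no effect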
Target sequence (P11308 whole entry, looked up, the tested form may be a part): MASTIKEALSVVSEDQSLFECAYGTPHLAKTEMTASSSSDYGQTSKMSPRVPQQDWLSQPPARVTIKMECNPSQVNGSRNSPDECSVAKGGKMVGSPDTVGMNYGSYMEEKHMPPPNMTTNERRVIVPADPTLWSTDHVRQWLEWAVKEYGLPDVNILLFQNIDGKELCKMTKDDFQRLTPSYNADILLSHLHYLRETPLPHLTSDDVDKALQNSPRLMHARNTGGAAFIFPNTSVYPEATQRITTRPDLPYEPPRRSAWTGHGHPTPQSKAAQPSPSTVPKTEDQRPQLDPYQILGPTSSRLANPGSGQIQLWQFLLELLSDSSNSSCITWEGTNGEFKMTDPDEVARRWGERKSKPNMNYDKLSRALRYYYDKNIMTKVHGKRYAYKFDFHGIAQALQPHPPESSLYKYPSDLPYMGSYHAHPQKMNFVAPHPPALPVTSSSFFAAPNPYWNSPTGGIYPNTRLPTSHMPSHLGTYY
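His-tagged ERG Ets domain (1 uM in the protein solution; 300mM KCl, 50mM Tris-HCl, 1mM EDTA, 1mM DTT, pH 7.5) received compound, then a probe mix of 5 nM fluorescein-DNA and 100nM Texas-615-DNA. Fluorescence polarization was read for both dyes.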
LDHA inh: inhibitors of human lactate dehydrogenase A; activity change, % (values are at about 110 or 230 µM); P00338; 0.15% of 480,000 active; purified LDHA, NADH/diaphorase-resazurin fluorescence; hits give low values; in the data active means activity change below about -30%; inconclusive means mostly about -25% to -30%;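 further: plate controls were DMSO wells for no effect and wells without enzyme for full effect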
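Remaining NADH was detected by diaphorase (0.133 mg/mL) converting 37 µM resazurin to fluorescent resorufin, read at 0 and 20 minutes. The preceding 5-minute room-temperature reaction used 2 nM LDHA, 0.2 mM sodium pyruvate and 0.06 mM NADH at pH 7.4.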
RGS4 inh: blocks human RGS4-accelerated GTP hydrolysis | P49798 | Transcreener GDP fluorescence polarization, RGS4-accelerated GTP hydrolysis | 0.039% of 390,000 active | Potency, µM (titrated, usually from 114 µM), inactives show at the highest dose activity change, negative = inhibition, hits mostly inhibitors; further: potency means the concentration at half of the fitted maximal effect; on the % scale 0 is the no-effect control and ±100 the full control effect; nearly all actives have a fitted effect of over 75% in size; some results filed as inactive show a strong effect at the top dose
Target sequence (P49798 whole entry, looked up): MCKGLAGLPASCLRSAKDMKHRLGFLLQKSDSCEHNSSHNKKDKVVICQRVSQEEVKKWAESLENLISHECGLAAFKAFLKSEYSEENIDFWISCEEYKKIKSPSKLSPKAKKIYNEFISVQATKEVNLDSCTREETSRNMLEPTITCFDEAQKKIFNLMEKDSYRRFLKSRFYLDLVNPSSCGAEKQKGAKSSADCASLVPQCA
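MLSMR compounds (23 nl, pin-transferred) preincubated 10 min at room temperature with a 500nM (2x) first reagent, then RGS4 at 900nM (2x) plus Transcreener GDP mix added; fluorescence polarization (620/688 nm) read before and after 90 min at 30 °C.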
Apoferritin bind: candidate novel general anesthetic via apoferritin binding; P02791; apoferritin/1-aminoanthracene competitive binding, fluorescence; Potency, µM (titrated, usually from 77.5 µM), for inactives: at the highest dose activity change, negative = displacement, actives largely listed as inhibitors; 0.074% of 350,000 active; AID 485281; further: potency means the concentration at half of the fitted maximal effect; on the % scale 0 is the no-effect control and ±100 the full control effect; nearly all actives have a fitted effect of over 20% in size
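Concentration-response curves derived by four-parameter Hill fitting of normalized fluorescence, where compounds displaced 1-AMA from 10 uM horse apoferritin following a brief 10 min room-temperature incubation; propofol titration acted as positive control.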
ALOX12 inh: inhibitors of human 12S-lipoxygenase ALOX12. P18054. purified 12hLO, xylenol orange hydroperoxide absorbance. Potency, µM (series often up to 108 µM), without a hit: top-dose activity change, negative = inhibition, most hits filed as inhibitors. 1.1% of 580,000 active. AID 1671190; further: potency means the concentration at half of the fitted maximal effect; on the % scale 0 is the no-effect control and ±100 the full control effect
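Hydroperoxide product was detected by ferrous iron/xylenol orange as the 573 to 405 nm absorbance ratio. Arachidonic acid at 40 uM (final) was turned over for 30 min at room temperature by 150 nM human 12hLO, pH 7.0 Hepes buffer, after 15 min compound preincubation.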
An asterisk follows results filed as active; ? = inconclusive; nt = no result given; & = joins results of further samples; [ ] = remark or other dose. Unless noted, the call rests on the fitted dose curve; in most records, active means well fitted curve in the direction sought with a large enough effect; inconclusive means small, poorly fitted or top-dose-only effect, or another doubt; inactive means no such curve, though single readings can be large; an effect the other way counts as inactive or inconclusive. A portion of the library. The share of hits here may be higher or lower than overall.

| mol | POLB inh | Pol eta inh | Pol kappa inh | APEX1 inh | ERG-DNA inh | LDHA inh | RGS4 inh | Apoferritin bind | ALOX12 inh |
| --- | --- | --- | --- | --- | --- | --- | --- | --- | --- |
| COc1ccc(NS(=O)(=O)c2ccc(Oc3c(C#N)cccc3C#N)cc2)cc1 | 3% | -26% | -4% | -6% | -5% | 1 | -6% | -2% | 12% |
| CC(C)C(C(=O)NCC1CCCO1)N(Cc1ccco1)C(=O)CNS(=O)(=O)c1ccc(F)cc1 (centres undefined) | -6% | -13% | -18% | -2% | 4% | -3 | -49% | -10% | 23% |
| CC1(C)CC(=O)c2c(-c3cccnc3)n[nH]c2C1 | 9% | -4% | -1% | 14% | 3% | -7 | 14% | -7% | ? |
| Cc1ccccc1C1NS(=O)(=O)N=C1N (centres undefined) | 10% | -7% | 3% | 10% | 13% | 16 | -14% | -9% | -4% |
| Cc1nn(S(=O)(=O)c2ccc(C(C)(C)C)cc2)c(C)c1S(=O)(=O)N1CCCCCC1 | -23% | -16% | 2%[60.1 µM] | nt | 3% | 1 | -36% | -12% | 0% |
| COC(=O)[C@@H]1CC(O)CN1C(=O)C12CC3CC(CC(C3)C1)C2 (some centres undefined) | 89% | ? | 1% | 2% | 8% | 0 | 8% | -7% | 0% |
| C=CCn1c(N)nc2ccccc21 | 24% | 4% | -8% | 3% | 0% | -5 | -29% | -8% | 3% |
| O=c1oc(-c2cccs2)nc2scc(-c3cccs3)c12 | 15% | ? | -6% | -2% | -8% | -6 | -53% | -1% | 0% |
| Cc1ccc(-n2c(O)c(C=Nc3ccccc3-c3n[nH]c(=S)[nH]c3=O)c3ccccc3c2=O)cc1C | ? | 32µM* | ? | -4% | 5% | -4 | ? | ? | ? |
| CCN(CC)S(=O)(=O)c1cc(NS(=O)(=O)c2cccc(C(=O)O)c2)ccc1C | 10% | -20% | 0% | -3% | -1% | -6 | -21% | -7% | -2% |
| COC(=O)c1cc2nc(-c3ccccc3)cc(C)n2n1 | -1% | ? | -11% | -3% | 0% | 6 | -30% | 0% | 13% |
| COC(=O)c1ccccc1NS(=O)(=O)c1ccc(NC(C)=O)cc1 | 1% | -15% | 4% | 4% | 10% | 3 | -31% | -9% | 0% |
| CCCc1cc(=O)n2[nH]c(NC(=O)c3ccc(C(C)(C)C)cc3)nc2n1 | -3% | ? | -5% | nt | 7% | -1 | -15% | -12% | -23% |
| CN(Cc1cnccn1)C(=O)CC1C(=O)NCCN1Cc1c(F)cccc1Cl (centres undefined) | 2% | -3% | 0% | -3% | 9% | -1 | -17%[56.9 µM] | -6% | ? |
| N#C/C(=C\c1cc2ccccc2nc1N1CCCCC1)C(N)=O | 5% | -24% | -1% | -1% | 3% | 0 | -27% | -2% | -30% |

Ordered by value in LDHA inh (largest number first): some entries from above.
structure	LDHA inh
COc1ccc(NS(=O)(=O)c2ccc(Oc3c(C#N)cccc3C#N)cc2)cc1	1
Cc1ccc(-n2c(O)c(C=Nc3ccccc3-c3n[nH]c(=S)[nH]c3=O)c3ccccc3c2=O)cc1C	-4
CC1(C)CC(=O)c2c(-c3cccnc3)n[nH]c2C1	-7

Following part.
| mol | POLB inh | Pol eta inh | Pol kappa inh | APEX1 inh | ERG-DNA inh | LDHA inh | RGS4 inh | Apoferritin bind | ALOX12 inh |
| --- | --- | --- | --- | --- | --- | --- | --- | --- | --- |
| CCCCC(Sc1nc2cc3c(cc2c(=O)n1CCCC(=O)NCc1ccc(OC)cc1)OCO3)C(=O)OCC (centres undefined) | 0% | 2% | 3%[60.1 µM] | nt | 4% | 2 | 17% | -4% | -10% |
| CCCn1c2ccccc2c2cnn(CC(=O)N3CCN(c4ccccc4F)CC3)c(=O)c21 | 12% | -3% | -1% | nt | 2% | -13 | 4% | 4% | -23% |
| Cc1cccc(N2CCN(C(=O)c3ccc4c(c3)N(Cc3ccccc3)C(=O)c3ccccc3S4(=O)=O)CC2C)c1 (centres undefined) | 3% | nt | -10% | nt | -1% | -9 | -6% | -14% | -5% |
| COc1ccc(/C=C/C(=O)c2sc(-c3ccccc3)nc2C)cc1 | 9% | -7% | -4% | -1% | -8% | -11 | 11% | -14% | 0% |
| O=C(O)c1ccccc1NS(=O)(=O)c1ccc(N/N=C/c2ccc(O)c(O)c2)c([N+](=O)[O-])c1 | nt | 2.5µM* | 32µM* | nt | 6%[15.4 µM] | 5 | ? | nt | ? |
| O=C(NCc1ccccc1Cl)C1CCN(C(=O)N2CCOc3ccccc32)CC1 | 2% | -15% | 2% | nt | 0% | -6 | 3% | -10% | -2% |
| Cc1cc(C(=O)N/N=C2\CC(=O)CC(C)(C)C2)c(C)n1-c1ccc(F)cc1 | 18% | -6% | -4% | 1% | 1% | -3 | -11% | -5% | 8% |
| Cc1cc(OCC(=O)N(Cc2cccs2)C2CCS(=O)(=O)C2)ccc1Cl (centres undefined) | ? | -9% | -5% | 3% | 0% | -1 | 0% | -15% | -16% |
| COc1cc(N2CCCC2)c(OC)cc1/C=C(/C#N)c1cccc(Br)c1 | -13% | -24% | -2% | ? | 1% | 2 | -14% | -10% | nt |
| Cc1cc(C)c(NC(=O)Cn2c(=O)n(CCC(=O)N3CCc4ccccc4C3)c(=O)c3ccccc32)c(C)c1 | -16% | 3% | 8% | nt | ? | -1 | -20% | ? | -11% |
| O=c1[nH]ccc2c([N+](=O)[O-])cccc12 | 31% | 0% | 7% | -2% | 5% | 3 | -13% | -7% | -5% |
| COc1cc(S(=O)(=O)NC2CCCCC2C)ccc1-n1cnnn1 (centres undefined) | 0% | -3% | -8% | -5% | -2% | -5 | 20% | -16% | -6% |
| CCCn1c2ccccc2c2cn[nH]c(=O)c21 | 28% | 1% | -6% | 0% | 9% | -1 | 4% | -5% | 0% |
| Cc1ccc(Nc2nnc(SCC(=O)c3c(N)n(C4CC4)c(=O)[nH]c3=O)s2)cc1C | nt | -1% | 4% | 10% | 4% | 0 | -6% | nt | 3% |
| CN(CCNC(=O)c1cccc(N2CCCC2=O)c1)Cc1ccccc1 | -1% | 6% | -18% | -1% | 2% | -16 | 15% | -12% | -23% |

Given with values under each structure: 2 of the compounds above
Second line of a record: POLB inh | Pol eta inh | Pol kappa inh | APEX1 inh | ERG-DNA inh | LDHA inh | RGS4 inh | Apoferritin bind | ALOX12 inh
COc1ccc(/C=C/C(=O)c2sc(-c3ccccc3)nc2C)cc1
  9% | -7% | -4% | -1% | -8% | -11 | 11% | -14% | 0%
O=C(O)c1ccccc1NS(=O)(=O)c1ccc(N/N=C/c2ccc(O)c(O)c2)c([N+](=O)[O-])c1
  nt | 2.5µM* | 32µM* | nt | 6%[15.4 µM] | 5 | ? | nt | ?

Continued.
| mol | POLB inh | Pol eta inh | Pol kappa inh | APEX1 inh | ERG-DNA inh | LDHA inh | RGS4 inh | Apoferritin bind | ALOX12 inh |
| --- | --- | --- | --- | --- | --- | --- | --- | --- | --- |
| CCCCC(=O)NC(c1ccc([N+](=O)[O-])cc1)c1c(O)ccc2ccccc12 (centres undefined) | 1% | -3% | -9% | -5% | 5% | 9 | -12% | -8% | -37% |
| CCN1CC(CNC(=O)c2ccc3nc(Cc4cccc(Cl)c4)oc3c2)CC1=O (centres undefined) | 24% | -19% | 2% | 16% | -1% | 1 | 2% | -10% | 12% |
| COc1cc(-c2ccno2)ccc1S(=O)(=O)N1CCN(c2ccc(C(C)=O)cc2)CC1 | -1% | -16% | 0%[60.1 µM] | nt | 1% | -5&1 | 6% | -9% | -20%&-14% |
| CC(Oc1ccccc1F)C(=O)NCC1(N2CCOCC2)CCCCC1 (centres undefined) | 1% | -25% | -6% | nt | -1% | -4 | 0% | -2% | ? |
| Clc1ccccc1C=NNc1ccccn1 | nt | -2% | -8% | nt | 8% | -4 | 3% | nt | ? |
| COc1ccc(C(=O)Nc2cc(C)ccc2NC(=O)COc2ccccc2)cc1 | 1% | -12% | -2% | -6% | -3% | -7 | -6% | -8% | 11% |
| CC(C)[C@H]1C(=O)Nc2ccccc2N1C(=O)N[C@@H](Cc1ccccc1)C(=O)N[C@H](Cc1ccccc1)C(=O)O | 3% | -4% | 0% | 1% | 1% | -13 | 16% | -4% | 0% |
| O=C(Oc1ccccc1C(=O)N1CCOCC1)c1ccc(F)cc1 | 1% | -16% | 1% | 1% | -1% | -4 | -24% | -2% | 17% |
| C=CCN1C(=O)c2ccc(C(=O)N(CC)CC(=O)Nc3c(F)cccc3F)cc2C1=O | nt | -20% | -9% | 15% | 20% | -5 | 5% | nt | 8% |
| COCCNC(=O)CSc1nc2nc(C)cc(C)n2n1 | 31% | 7% | 2% | -3% | 4% | 1 | 31% | -7% | 2% |
| CCOP(=O)(OCC)c1ccc2c(c1)C(=O)c1ccccc1CC2 | nt | -19% | -6% | 3% | nt | -5 | -6% | nt | -4% |
| O=c1c2ccccc2c(=O)n(Cc2ccccc2)n1Cc1ccccc1 | 5% | -22% | -5% | -6% | 7% | 1 | -36% | -12% | -13% |
| COc1ccccc1N(C)S(=O)(=O)c1ccc(Cl)c(C(=O)Nc2cccc(C)n2)c1 | nt | -12% | -12% | 11% | -2% | -7 | 18% | nt | -1% |
| O=C(Nc1ccc(Br)cc1)c1cccnc1N1CCCCC1 | 24% | -9% | -6% | -4% | -12% | 5 | -9% | -18% | ? |
